# Screening data (PubChem)
# IL-2 act: activators of IL-2; hit rate 0.065% among 360,000; IL-2 activation reporter assay, cell-based qHTS; stimulated with anti-CD3/CD4/CD28 beads; in transgenic mouse T cells; AID 652025; activation, % (series mostly up to about 46 µM); in the data active means activation above about 50%; inconclusive means mostly about 30% to 49%; further: 0% is about no effect
#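 Unstimulated transgenic mouse T cells, 750 per well, received compound and, after 60 minutes, anti-CD3/anti-CD4 bead plus anti-CD28 stimulation. EGFP and DsRed were quantified after 18 hours.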
# PLK1 PBD inh: PLK1 (human) polo-box domain binding inhibition. hit rate 2.8% among 360,000. P53350. Potency, µM, inactives show max response, negative = inhibition, most hits filed as inhibitors. Plk1 PBD binding of FITC phosphopeptide, fluorescence polarization. AID 720504; further: potency means the concentration at half of the fitted maximal effect; series mostly up to about 57 µM; on the % scale 0 is the no-effect control and ±100 the full control effect; nearly all actives have a fitted effect of over 65% in size
# EPAC1 ag: activates human EPAC1 exchange factor; O95398; EPAC1 agonist qHTS, biochemical assay; response scale: 100% = response to 6.5 mM cAMP; Potency, µM (doses to about 154 µM), without a hit: at the highest dose activation, most hits filed as activators; hit rate 0.073% among 360,000; AID 720707; further: potency means the concentration at half of the fitted maximal effect; nearly all actives have a fitted effect of over 60% in size
#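 Nucleotide exchange by EPAC1 (100 nM) on Rap1B–BODIPY-GDP (250 nM) in the presence of 50 uM GDP is tracked fluorescently at 480/540 nm over 30 min. Signals are normalized to a 6.5 mM cAMP control.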
# WRN helicase inh: blocks human WRN helicase; Q14191; WRN helicase unwinding, fluorescent forked duplex, kinetic; Potency, µM (titrated, usually from 114 µM), inactives show top-dose activity change, negative = inhibition, most hits filed as inhibitors; hit rate 0.46% among 360,000; AID 651768; further: potency means the concentration at half of the fitted maximal effect; on the % scale 0 is the no-effect control and ±100 the full control effect; nearly all actives have a fitted effect of over 55% in size
#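 Kinetic fluorescence helicase assay: unwinding of a quenched forked DNA duplex (100 nM final) with 2 mM ATP final raises red fluorescence (525/598 nm). Compounds sat 15 min at room temperature with 20 nM WRN beforehand.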
# EPAC2 agonist: activates human EPAC2 exchange factor. EPAC2 activation, biochemical qHTS; response scale: 100% = 6.5 mM cAMP response. Potency, µM (highest dose often 154 µM), for the others: at the top dose activation, actives largely listed as activators. hit rate 0.079% among 360,000. AID 720711; further: potency means the concentration at half of the fitted maximal effect; nearly all actives have a fitted effect of over 50% in size
# Target sequence (Q8WZA2 whole entry, looked up): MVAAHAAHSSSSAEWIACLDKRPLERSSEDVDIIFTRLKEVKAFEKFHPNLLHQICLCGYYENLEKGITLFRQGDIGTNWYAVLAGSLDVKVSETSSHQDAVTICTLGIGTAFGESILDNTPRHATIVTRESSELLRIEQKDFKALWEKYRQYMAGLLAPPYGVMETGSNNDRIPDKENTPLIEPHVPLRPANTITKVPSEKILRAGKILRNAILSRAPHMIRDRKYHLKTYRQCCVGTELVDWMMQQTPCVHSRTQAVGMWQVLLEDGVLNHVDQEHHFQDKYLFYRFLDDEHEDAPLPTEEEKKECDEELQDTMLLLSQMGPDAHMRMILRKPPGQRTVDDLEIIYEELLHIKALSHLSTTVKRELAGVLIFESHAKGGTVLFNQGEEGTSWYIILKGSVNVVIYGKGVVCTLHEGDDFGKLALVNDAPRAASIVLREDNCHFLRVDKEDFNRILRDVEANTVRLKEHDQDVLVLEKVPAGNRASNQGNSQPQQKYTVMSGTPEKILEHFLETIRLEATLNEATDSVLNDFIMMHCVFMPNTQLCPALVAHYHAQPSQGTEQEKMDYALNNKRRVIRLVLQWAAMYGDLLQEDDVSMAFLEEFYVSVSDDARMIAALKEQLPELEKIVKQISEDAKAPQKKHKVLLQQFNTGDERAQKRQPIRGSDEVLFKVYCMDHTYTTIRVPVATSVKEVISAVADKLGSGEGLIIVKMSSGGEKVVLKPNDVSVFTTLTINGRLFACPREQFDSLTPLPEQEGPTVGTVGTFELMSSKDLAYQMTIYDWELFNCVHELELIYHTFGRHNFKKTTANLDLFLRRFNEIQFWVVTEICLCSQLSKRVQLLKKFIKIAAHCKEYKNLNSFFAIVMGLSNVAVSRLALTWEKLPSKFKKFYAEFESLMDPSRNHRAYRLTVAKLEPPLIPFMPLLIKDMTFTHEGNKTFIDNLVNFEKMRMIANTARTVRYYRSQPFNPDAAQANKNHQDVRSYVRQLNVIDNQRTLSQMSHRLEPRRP
#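 Fluorescence exchange assay: 100 nM EPAC2 with 250 nM RAP1B-BODIPY-GDP and 50 uM GDP; compounds tested as a concentration-titration series (qHTS). Loss of Rap1-bound BODIPY-GDP fluorescence read at 480/540 nm; data normalized to 6.5 mM cAMP.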
# EPAC1 antagonist: blocks human EPAC1 exchange factor; O95398; EPAC1 GEF assay, Rap1b-BODIPY-GDP exchange fluorescence; Potency, µM (highest dose often 115 µM), for inactives: at the top dose activity change, negative = inhibition, usual class: inhibitors; hit rate 0.14% among 360,000;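 further: potency means the concentration at half of the fitted maximal effect; plate controls were vehicle for no effect and positive control for full effect; nearly all actives have a fitted effect of over 50% in size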
# CCT modulator: modulators of cytosolic chaperonin (CCT/TRiC) activity | AID 651819 | hit rate 0.3% among 360,000 | purified chaperonin ATPase assay, HTRF ADP detection, 30 min | activity change, % (no concentration beside the values), hits read low; in the data active means activity change below about -30%; further: on the % scale 0 is the no-effect control and ±100 the full control effect
#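 Enzyme 40 or 20 nM (batch-dependent) in Tris pH 7.4/KCl/MgCl2/DTT; cpd 76 uM single point; ATP 10 uM; 30 min 37 °C; Transcreener ADP HTRF detection, 30 min RT; ratio 665/615.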
# PI5P4Ka inh: blocks human PI5P4K alpha kinase activity; hit rate 1.2% among 330,000; P48426; PI5P4Kalpha enzyme, ADP-Glo luminescence, 60 min; stronger effect = lower value; max response, %; active means max response of -50% or lower; inconclusive means between -30% and -50%; inactive means -30% or higher; further: value at the top dose of about 77 µM; on the % scale 0 is the no-effect control and ±100 the full control effect
#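 Reactions run in 0.038 M HEPES pH 7.4, 0.28 mM EGTA, 0.1% CHAPS and 5% DMSO, with PI5P4Kalpha, substrate, compound and 5 microM ATP final, one hour at room temperature. Readout is ADP-Glo luminescence.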
# * hit, by the source's call; ? = inconclusive; nt = no result given; [ ] = remark or other dose. Unless noted, the call rests on the fitted dose curve; in most records, active means well fitted curve in the direction sought with a large enough effect; inconclusive means small, poorly fitted or top-dose-only effect, or another doubt; inactive means no such curve, though single readings can be large; an effect the other way counts as inactive or inconclusive. A portion of the library. The share of hits here may be higher or lower than overall.
entry	Molecule	CCT modulator	EPAC1 ag	IL-2 act	EPAC2 agonist	WRN helicase inh	PI5P4Ka inh	PLK1 PBD inh	EPAC1 antagonist
1	O=C(CC1S/C(=N/N=C2CCCCCC2)NC1=O)Nc1ccc(Br)cc1F (centres undefined)	1.0	-6%	-0.5	-8%	-9%	7	-6%	-11%
2	COc1ccccc1Nc1nc(N)nc(CSC(=S)N2CC(C)CC(C)C2)n1 (centres undefined)	0.2	14%	-0.3	-6%	-13%	26	-4%	-14%
3	O=C(CCCCCn1c(=S)[nH]c2ccc(N3CCOCC3)cc2c1=O)NCc1ccc2c(c1)OCO2	-57*	-2%	0.8	7%	-10%	-12	-1%	-17%
4	CCOc1ccc(N(C(C)C(=O)N/N=C(\C)c2cccc(NC(=O)c3ccccc3)c2)S(C)(=O)=O)cc1 (centres undefined)	1.1	-8%	-1.8	9%	-17%	0	-20%	-18%
5	COc1ccc(CCNC(=O)C2CCN(S(=O)(=O)c3ccc(-n4cnnn4)cc3)CC2)cc1OC	-1.8	1%	-2.1	9%	0%	nt	-5%	16%
6	COc1ccc(-c2nnn(Cc3nn[nH]n3)n2)cc1OC	0.9	-2%	-3.0	2%	13%	-20	0%	9%
7	COc1ccccc1-c1cc(C(=O)NC(C)C)no1	-1.1	4%	0.3	0%	0%	nt	-9%	4%
8	Nc1ccn(-c2ccc(Cl)cc2)c(=O)c1	-0.7	3%	-0.7	4%	-2%	-2	-3%	6%
9	COc1ccc(S(=O)(=O)N2CCOC2CNC(=O)C(=O)NCc2ccncc2)cc1OC (centres undefined)	0.7	6%	-3.7	3%	-17%	-4	2%	-16%
10	CC(CN1CCOCC1)OC(=O)c1cccc(Br)c1 (centres undefined)	-0.2	4%	0.6	-6%	-24%	0	-6%	-7%
11	CCC(CC)CN1CCC(CN2CCNC(=O)C2=O)CC1	-1.8	-16%	0.4	3%	1%[11.6 µM]	-12	-18%	-8%
12	OCc1nc2ccccc2n1/N=C/c1cccs1	0.6	-2%	-1.4	-1%	-3%	0	4%	7%
13	O=[N+]([O-])c1cccc(-c2nnc(-c3ccccc3F)o2)c1	-2.8	8%	-0.4	3%	3%	-2	0%	7%
14	Cc1cc(Br)c(NC(=O)c2c(-c3c(Cl)cccc3Cl)noc2C)c(Br)c1	-0.1	20%	-1.7	7%	-15%	0	-6%	-1%
15	COc1ccc(-c2csc(Nc3ccc(S(=O)(=O)Nc4cc(OC)nc(OC)n4)cc3)n2)cc1	-1.2	18%	-1.7	5%	-52%	-18	24µM*	?
16	C[C@@H]1CN([C@@H](C)CO)C(=O)CCCn2cc(nn2)CO[C@H]1CN(C)C(=O)c1ccc2ccn(C)c2c1	2.4	-9%	-3.9	5%	4%	4	5%	15%
17	O=C(c1ccc(Br)cc1)N1CCC(C(=O)N2CCN(c3ccccc3)CC2)CC1	1.7	11%	-1.4	9%	-6%	7	5%	-19%
18	Cc1ccc(CCC(=O)Nc2ccc(C#N)cc2)o1	-103*	-6%	-0.3	5%	-10%	2	1%	-3%
19	O=C(Cn1[nH]c(=O)c2ccccc2c1=O)NCC1COc2ccccc2O1 (centres undefined)	-0.3	1%	0.4	0%	9%	-1	2%	16%
20	Cc1ccc(NC(=O)COc2ccc(Br)cn2)cc1	0.0	-8%	0.4	-1%	1%	1	-5%	5%
21	CCN(CCc1ccccc1)c1ccc2c(c1)C1CC2CCN1C(=O)OCc1ccccc1 (centres undefined)	-0.4	1%	-0.5	9%	-4%	5	-1%	-19%
22	O=C(Nc1ccc(Br)cn1)C1CCCN1S(=O)(=O)c1ccccc1 (centres undefined)	-1.7	-11%	-0.8	-5%	7%	4	-7%	-2%
23	COCCNC(=O)c1ccc(-c2ccc(OC)cc2C)c2ccoc12	-3.7	-21%	0.1	15%	-2%	-7	-13%	?
24	CC(C)OC(=O)CCc1nc2ccccc2[nH]c1=O	-3.7	-7%	-0.2	1%	2%	0	-6%	0%
25	COc1ccc(NC(=O)C2CCN(C(=O)Cc3ccccc3)CC2)c(OC)c1	-4.7	1%	-2.6	14%	-4%	0	-17%	5%

# PLK1 PBD inh: entries above that show a hit
No. | SMILES | CCT modulator | IL-2 act | WRN helicase inh | PI5P4Ka inh | PLK1 PBD inh | EPAC1 antagonist
15 | COc1ccc(-c2csc(Nc3ccc(S(=O)(=O)Nc4cc(OC)nc(OC)n4)cc3)n2)cc1 | -1.2 | -1.7 | -52% | -18 | 24µM* | ?

# Single entries from the entries so far.
# entry 20 – PI5P4Ka inh = 1
# entry 5 – EPAC2 agonist = 9%

# Later entries.
entry	Molecule	CCT modulator	EPAC1 ag	IL-2 act	EPAC2 agonist	WRN helicase inh	PI5P4Ka inh	PLK1 PBD inh	EPAC1 antagonist
26	CC1(C)CC(=O)C(N=Nc2cc(S(=O)(=O)N3CCOCC3)ccc2Cl)=C(O)C1	1.6	9%	-2.0	7%	-5%	-2	-3%	-25%
27	Cc1ccc(CNC(=O)CCCNC(=O)c2ccc(Cl)cc2)n1C	-4.6	0%	-2.6	-3%	5%	nt	-6%	4%
28	CC1(C(=O)NC2CCCCCC2)CCC(=O)N1Cc1ccc2c(c1)OCO2 (centres undefined)	-0.8	2%	-1.3	1%	-8%	2	-5%	-19%
29	CC1CCc2sc(C(=O)NN=C3CCCC3)cc2C1 (centres undefined)	-0.5	12%	-2.1	-8%	-16%	1	-11%	-1%
30	N=c1c2c3c(sc2ncn1N)CCCCC3	-1.9	-10%	-2.4	1%	7%	0	-5%	0%
31	COCCOc1cnn(-c2cc(Oc3ccc(C)cc3)ncn2)c(=O)c1Cl	-0.3	-4%	-0.5	?	4%	-13	-7%	-9%
32	COc1ccc(C(=O)NCCn2cc(SCC(=O)NCC3CCCO3)c3ccccc32)cc1 (centres undefined)	-1.0	11%	2.6	3%	-4%	-1	-14%	4%
33	COc1ccc(-c2csc3ncn(-c4ccccc4OC)c(=O)c23)cc1OC	1.3	-5%	6.3	-14%	0%	9	-2%	-8%
34	COc1ccc(N=Cc2c(O)n(-c3cccc(C)n3)c(=O)c3ccccc23)c(OC)c1	-1.9	9%	?	100µM*	-9%	-2	-12%	10%
35	Cc1cc(C)cc(N2C(=O)CC(Sc3ccccc3C(=O)O)C2=O)c1 (centres undefined)	-3.1	3%	0.9	8%	?	-2	-19%	7%
36	COc1ccc(N/C=C(\[N+](=O)[O-])S(=O)(=O)c2ccccc2)cc1	0.1	14%	0.0	-1%	7%	-3	30µM*	-7%
37	COc1ccc(-c2ccc(-c3noc(C(C)C)n3)c(OC)n2)cc1	1.2	14%	1.2	18%	-2%	-7	-4%	2%
38	O=C1CCCC2=C1C(c1ccncc1)c1c(nc(SCc3ccccc3)[nH]c1=O)N2 (centres undefined)	0.4	-12%	2.0	1%	?	-9	-14%	-25%
39	CC(=O)Nc1ccc(NS(=O)(=O)Cc2ccccc2)cc1	-3.2	13%	-0.9	15%	9%	nt	-9%	-2%
40	Nc1c(N(Cc2ccccc2)C(=O)COc2ccc(F)cc2)c(=O)[nH]c(=O)n1Cc1ccccc1	0.6	-7%	-3.2	-10%	-28%	-6	2%	13%
41	CC[C@]12c3[nH]c4cc(CCC(=O)N(C)C)ccc4c3CCN1C(=O)[C@@H](CC(=O)NCc1ccco1)C[C@@H]2C(=O)N1CCN(C(=O)C2CC2)CC1	0.5	3%	-0.5	0%	-3%	7	-8%	-20%
42	O=C(N/N=C/c1cc([N+](=O)[O-])ccc1Cl)c1ccc2nc[nH]c2c1	-0.2	5%	-1.3	17%	-11%	-12	-18%	-28%
43	Cc1ccc(C(=O)N/N=C/c2ccc(-c3cccc(Cl)c3)o2)cn1	-0.1	0%	-0.5	-8%	-14%	-15	-3%	-1%
44	CCN(C(=O)COc1cccc2cccnc12)C1CCS(=O)(=O)C1 (centres undefined)	0.7	-3%	5.7	-5%	7%	1	0%	6%
45	CCN(CC(=O)Nc1ccccc1OC)C(=O)Cn1cnc2ccccc2c1=O	0.3	9%	-1.4	7%	-10%[57.1 µM]	-5	1%	7%
46	CC(C)CN(C(=O)COC(=O)CSc1ccc(Br)cc1)C1CCS(=O)(=O)C1 (centres undefined)	-1.3	2%	0.2	2%	5%	-2	-8%	-23%
47	CC(C)OC(=O)CN1CCN(S(=O)(=O)c2cc(Cl)ccc2Cl)CC1	-1.7	9%	-0.2	7%	4%	1	-9%	1%

# By substructure, the compounds so far with bromine
entry	Molecule	CCT modulator	EPAC1 ag	IL-2 act	EPAC2 agonist	WRN helicase inh	PI5P4Ka inh	PLK1 PBD inh	EPAC1 antagonist
1	O=C(CC1S/C(=N/N=C2CCCCCC2)NC1=O)Nc1ccc(Br)cc1F (centres undefined)	1.0	-6%	-0.5	-8%	-9%	7	-6%	-11%
10	CC(CN1CCOCC1)OC(=O)c1cccc(Br)c1 (centres undefined)	-0.2	4%	0.6	-6%	-24%	0	-6%	-7%
14	Cc1cc(Br)c(NC(=O)c2c(-c3c(Cl)cccc3Cl)noc2C)c(Br)c1	-0.1	20%	-1.7	7%	-15%	0	-6%	-1%
17	O=C(c1ccc(Br)cc1)N1CCC(C(=O)N2CCN(c3ccccc3)CC2)CC1	1.7	11%	-1.4	9%	-6%	7	5%	-19%
20	Cc1ccc(NC(=O)COc2ccc(Br)cn2)cc1	0.0	-8%	0.4	-1%	1%	1	-5%	5%
22	O=C(Nc1ccc(Br)cn1)C1CCCN1S(=O)(=O)c1ccccc1 (centres undefined)	-1.7	-11%	-0.8	-5%	7%	4	-7%	-2%
46	CC(C)CN(C(=O)COC(=O)CSc1ccc(Br)cc1)C1CCS(=O)(=O)C1 (centres undefined)	-1.3	2%	0.2	2%	5%	-2	-8%	-23%
